bIAP inh – bovine intestinal alkaline phosphatase inhibitors, primary screen, selectivity assay for TNAP inhibitor project, biochemical, bovine IAP, CDP-star luminescence. inhibition, % at 20 µM. alkaline phosphatase, intestinal [Bos taurus]. 190,000 tested, under 10 active. purified bovine IAP, 30 min;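 active = over 50% inhibition of intestinal alkaline phosphatase at 20 µM in the single-dose screen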
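System: purified bovine intestinal alkaline phosphatase (IAP) enzyme; Input: IAP diluted 1/65,000,000 in the well; Measured by: CDP-star luminescence signal; Compound dosing: 20 µM single dose; Incubation: 30 min reaction at room temperature.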
PPARg SRC2 recr – agonists of PPARg-SRC-2 recruitment, primary screen, biochemical, HTS. Peroxisome proliferator-activated receptor gamma (Homo sapiens), P37231. PPARgamma LBD-SRC-2 recruitment. activation, % at 8 µM. actives 0.34% (n = 200,000). AID 1032, 2008; in the data active = activation above about 22%;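 also: 0% = vehicle and 100% = reference agonist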
Target sequence (P37231 whole entry, looked up, the tested form may be a part): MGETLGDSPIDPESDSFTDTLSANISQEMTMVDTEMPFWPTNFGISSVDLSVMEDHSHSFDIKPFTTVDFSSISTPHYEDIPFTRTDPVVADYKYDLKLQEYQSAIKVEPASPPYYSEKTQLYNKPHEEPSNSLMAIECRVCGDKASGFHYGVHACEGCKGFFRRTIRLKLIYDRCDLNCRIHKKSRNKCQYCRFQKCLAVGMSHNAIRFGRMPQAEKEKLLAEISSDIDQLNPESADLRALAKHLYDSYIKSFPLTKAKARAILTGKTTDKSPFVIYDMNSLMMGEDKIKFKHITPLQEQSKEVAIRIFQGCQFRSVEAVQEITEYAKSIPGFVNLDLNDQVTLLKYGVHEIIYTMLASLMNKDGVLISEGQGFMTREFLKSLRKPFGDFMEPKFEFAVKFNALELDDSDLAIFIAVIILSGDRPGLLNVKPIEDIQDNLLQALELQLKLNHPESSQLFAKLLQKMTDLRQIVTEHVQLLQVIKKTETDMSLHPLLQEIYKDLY
Lmaj promast – Leishmania major promastigote growth inhibition, primary screen; Leishmania major promastigotes, resazurin fluorescence viability; inhibition, % at 10 µM; actives 9% (n = 200,000); AID 1063, 2008; in the data active = inhibition above about 50%;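 also: promastigotes grown with compound for 44 hours at 28 °C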
PPARg SRC-1 ag – PPARgamma agonists recruiting SRC-1 coactivator, primary screen, biochemical. Peroxisome proliferator-activated receptor gamma (Homo sapiens), P37231. PPARgamma-SRC-1 coactivator recruitment biochemical assay. activation, % at 8 µM. actives 0.41% (n = 200,000); in the data active = activation above about 19%;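 also: 0% = DMSO and 100% = reference agonist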
ROMK mod – ROMK potassium channel modulators, primary screen, cell-based, thallium flux, MLSMR library; actives 2% (n = 130,000); Tet-inducible ROMK, thallium flux fluorescence; actives lie on both sides; ATP-sensitive inward rectifier potassium channel 1 (Homo sapiens), P48048; B-score at 10 µM;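 active = signal ratio slope over the read window, or its plate-corrected B-score, at least 3 SD from the plate mean, either direction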;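 also: B-score of the F/F0 ratio slope over 7 to 12 s after thallium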
Target sequence (P48048 whole entry, looked up): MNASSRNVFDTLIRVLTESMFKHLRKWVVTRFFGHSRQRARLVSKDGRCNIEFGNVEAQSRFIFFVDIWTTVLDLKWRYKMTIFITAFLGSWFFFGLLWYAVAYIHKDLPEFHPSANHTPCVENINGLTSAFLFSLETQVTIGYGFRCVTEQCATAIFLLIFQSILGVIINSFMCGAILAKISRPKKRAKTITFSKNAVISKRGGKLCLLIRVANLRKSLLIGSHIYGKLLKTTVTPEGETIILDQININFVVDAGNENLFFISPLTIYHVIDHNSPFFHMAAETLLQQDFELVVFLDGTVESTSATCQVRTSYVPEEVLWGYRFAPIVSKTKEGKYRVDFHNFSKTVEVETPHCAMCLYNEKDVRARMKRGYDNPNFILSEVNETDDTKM
TLR4 MyD88 comp – inhibitors of TLR4-MyD88 association in cells, primary screen, cell-based, HeLa CL3-4, BLA complementation, FRET ratio; inhibition, % at 8.4 µM; HeLa CL3-4 TLR4/MyD88 BLA complementation; actives 0.18% (n = 200,000); Toll-like receptor 4 (Homo sapiens) + Myeloid differentiation primary response protein …; in the data active = inhibition above about 25%;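 also: 0% = vehicle and 100% = reference inhibitor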
S1P3 antag – S1P3 receptor antagonists, primary screen, cell-based; AID 485, 2006; inhibition, % at 4.98 µM; actives 0.27% (n = 170,000); CHO S1P3 NFAT-BLA reporter, FRET fluorescence, antagonist mode;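 active = inhibition above the plate cutoff, the mean inhibition of test wells on that plate plus 3 SD, cut at about 28% in these data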;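 also: cells challenged with S1P at its EC80 of 0.8 µM; blue over green emission ratio from cleaved BLA substrate after 4 h stimulation; 0% = S1P-stimulated wells and 100% = unstimulated DMSO-only wells; some compounds past the cut are filed as inactive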
Redox H2O2 prof – compounds producing H2O2 with reducing agent – biochemical, NIH compound library profiling, artefact control for MLSCN library redox annotation, primary screen | activation, % at 10 µM | actives 0.03% (n = 200,000) | DTT-dependent redox cycling H2O2, phenol red/HRP absorbance; 100% = 100 µM peroxide control, 0% = buffer;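 active = activation of at least 50% relative to the plate's high and low controls in the primary single-dose screen; inactive = activation below 50%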;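 also: compound incubated with DTT at 0.8 mM final as the reducing agent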
bIAP act – bovine intestinal alkaline phosphatase activators, primary screen, biochemical, bovine IAP, CDP-star luminescence; alkaline phosphatase, intestinal [Bos taurus]; purified bovine IAP, 30 min; hits give high values; fold of DMSO-control signal, blank-subtracted; activation factor at 20 µM; actives 0.17% (n = 200,000);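 active = activation factor of 2 or more at 20 µM, a signal rise over negative controls twice the positive control's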
SRC2 TRFRET art – TR-FRET signal artefacts, primary screen, artefact control for PPARgamma SRC-2 agonist project, biochemical; TR-FRET artefact counter-screen; hits give high values; TR-FRET ratio at 8 µM; actives 0.4% (n = 200,000); AID 1049, 2008; in the data active = TR-FRET ratio above about 2000; also: inactives centre near 1500
PPARg SRC-3 ag – PPARgamma agonists recruiting SRC-3 coactivator, primary screen, biochemical; Peroxisome proliferator-activated receptor gamma (Homo sapiens), P37231; biochemical PPARgamma/SRC-3 coactivator recruitment assay; activation, % at 8 µM; actives 0.26% (n = 200,000); AID 731, 2007; in the data active = activation above about 23%;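 also: 0% = DMSO and 100% = reference agonist; some compounds past the cut are filed as inactive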
Active calls of the source: *; · = not tested or not shown. Hits appear at their usual frequency (roughly 11% active in at least one column).

SMILES | bIAP inh | PPARg SRC2 recr | Lmaj promast | PPARg SRC-1 ag | ROMK mod | TLR4 MyD88 comp | S1P3 antag | Redox H2O2 prof | bIAP act | SRC2 TRFRET art | PPARg SRC-3 ag
CC(C)(CNS(=O)(=O)c1ccc(F)cc1)CNS(=O)(=O)c1ccc(F)cc1 | 20 | 13 | 8 | 3 | · | -1 | -6 | 0.7 | 0.8 | 1593 | 5
Cc1cccc(C)c1NC(=O)CSc1nnc(Cc2ccccc2)o1 | 3 | -7 | -6 | -5 | · | 5 | · | 0.9 | 1 | 1396 | 10
CCOC(=O)C1(CC2CC2)CCN(C(=O)c2cc(C3CC3)nc3ccccc23)CC1 | -15 | -2 | 20 | 8 | · | -10 | 2 | -1.1 | 1.2 | 1420 | -4
CCOC(=O)C1=NOC(Cn2cc(C#N)c(=O)n(C)c2=O)C1 (stereo not drawn) | 1 | 8 | -4 | 4 | 0.46 | -10 | -2 | -0.8 | 1 | 1829 | 3
O=C(c1ccc2c(c1)OCO2)[C@@H]1[C@@H]2C(=O)N(C3CCCCC3)C(=O)[C@@H]2C2c3ccccc3C=CN21 (stereo partly drawn) | 2 | 6 | 20 | -3 | · | 2 | 6 | -0.6 | 1 | 1445 | 5
Cc1ccccc1/C=C/c1nc2ccccc2c(=O)n1CCc1ccccc1 | 21 | 1 | 18 | 2 | · | -10 | -13 | 0.8 | 0.8 | 1543 | 0
CCNC(=O)CC1SC(=Nc2cccc(Cl)c2C)N(C)C1=O (stereo not drawn) | 10 | 2 | -3 | -5 | · | 9 | -52 | 0.6 | 0.9 | 1364 | 0
CC(C)c1ccccc1NC(=O)COC(=O)CCN1C(=O)/C(=C\C=C\c2ccccc2)SC1=S | 6 | -3 | -6 | 0 | 1.1 | 0 | -11 | 0.0 | 0.9 | 1371 | 0
COC(=O)CSc1nc(C)c(C(=O)Nc2ccccc2C)c(-c2ccc(Cl)cc2)c1C#N | -19 | -4 | 16 | -6 | -0.76 | 5 | -7 | 0.6 | 1.2 | 1652 | -1
CCOc1ccccc1C(=O)Nc1ccc(-n2nncc2C(C)(C)C)cc1 | -6 | 4 | 0 | -11 | -0.84 | 7 | 0 | -0.5 | 1.1 | 1519 | 2
COc1ccccc1-c1n[nH]c2c1[C@H](C)CC[C@H]2C(C)C | 5 | -2 | 63* | -1 | 0.083 | 8 | · | -3.6 | 1 | 1397 | -11
CN1CCN(S(=O)(=O)c2cccc([N+](=O)[O-])c2)CC1 | · | 4 | -4 | 6 | · | -4 | · | -3.6 | · | 1502 | 8
N#Cc1nc(COc2ccc(Cl)cc2)oc1N1CCN(Cc2ccccc2)CC1 | -4 | 1 | -3 | 5 | -1.9 | -3 | · | -0.5 | 1 | 1660 | 11
Cc1ccc(C2=NN(C(=O)c3ccco3)C(O)(C(F)(F)F)C2)cc1 (stereo not drawn) | 8 | -2 | 11 | 0 | -0.48 | 1 | 4 | -0.4 | 0.9 | 1516 | -2
COCCC(=O)N1CCCC(C(=O)c2ccc(Oc3ccccc3)cc2)C1 (stereo not drawn) | -10 | 5 | -10 | 1 | -1.2 | -1 | -4 | -0.5 | 1.1 | 1444 | 1
CC(OC(=O)c1ccncc1)C(=O)NC1CCCC1 (stereo not drawn) | 14 | -1 | -4 | 2 | 0.099 | -12 | -13 | -0.2 | 0.9 | 1603 | -1
O=S(=O)(Nc1ccc(-n2cccc2)cc1)c1ccc(F)cc1 | 2 | 10 | -12 | 9 | -0.43 | 1 | 20 | -1.9 | 1 | 1624 | 5
Cc1ccc(NC(=O)Cn2cccc2)cc1 | -6 | 6 | -6 | 8 | · | 0 | -21 | -0.9 | 1.1 | 1713 | 1
N#Cc1c2n(c3c(=O)n(Cc4ccccc4Cl)cnc13)CCCCC2 | -10 | 8 | 3 | 6 | -1.2 | 15 | 16 | -0.6 | 1.1 | 1626 | 21
CCCN1CCC(NC(=S)Nc2ccc([N+](=O)[O-])cc2)CC1 | 18 | 2 | 83* | 7 | -4.4* | -2 | -10 | 0.3 | 0.8 | 1506 | 5
NS(=O)(=O)c1ccc(NC(=O)c2ccccc2Cl)cc1 | 0 | 12 | -5 | 5 | · | -7 | · | -2.3 | 1 | 1711 | 14
O=C(CSc1ncn[nH]1)NCCC(c1ccccc1)c1ccccc1 | -8 | -2 | -2 | 4 | · | 1 | · | 2.3 | 1.1 | 1683 | 1
O=C(CSc1ccc2nnc(-c3cccc(F)c3)n2n1)NCc1ccco1 | -4 | -7 | 11 | 0 | 0.59 | -3 | -19 | 2.5 | 1 | 1431 | -14
COc1cc(/C=C/C(=O)c2c(O)cc(C)oc2=O)cc(OC)c1O | 40 | 8 | 97* | 2 | -1.5 | 19 | · | -0.4 | 0.6 | 1497 | 17
CCOC(=O)C1=C(C)NC(=O)NC1/C=C/c1ccccc1 (stereo not drawn) | 8 | -1 | 0 | 2 | -0.51 | 8 | -10 | 1.6 | 0.9 | 1463 | 4
COc1ccc(-c2nnc3c4ccccc4c(C)nn23)cc1S(=O)(=O)N1CCN(CCO)CC1 | 4 | 16 | 27 | 2 | -0.37 | -5 | 10 | 0.1 | 1 | 1589 | 8
CN1C(=O)C2C(c3ccc(N(C)C)cc3)NN(Cc3ccccc3)C2C1=O (stereo not drawn) | -3 | -4 | 17 | 3 | -0.1 | -17 | -2 | -0.4 | 1 | 1705 | 6
CCOC(=O)COc1ccc(S(=O)(=O)Nc2ccc3c(c2)OCCO3)cc1 | 14 | 10 | -3 | 1 | -0.98 | 10 | 6 | 0.9 | 0.9 | 1649 | -3
Cc1c(NS(=O)(=O)c2ccc(C(=O)NCc3ccccc3)cc2)c(=O)n(-c2ccccc2)n1C | 6 | -3 | 1 | 7 | 0.37 | -1 | 0 | 0.2 | 0.9 | 1403 | 2
COc1cccc(NC(=O)CSc2nc3ccccc3n2C)c1 | 10 | -1 | 10 | 5 | -1.9 | 9 | -5 | 4.0 | 0.9 | 1610 | -1
COC(=O)c1ccccc1NC(=O)c1cc(-c2cccs2)on1 | 7 | 3 | -4 | 17 | -0.76 | 3 | 1 | -1.5 | 0.9 | 1539 | 1
O=C(CN1CCN(c2ccccc2)CC1)Nc1ccc2c(c1)CCC2 | 10 | -8 | 50 | 0 | -1.7 | 2 | -6 | 0.2 | 0.9 | 1521 | 0
Cn1c(=O)c(C(=O)CN2CCCc3ccccc32)c(N)n(Cc2ccccc2)c1=O | 3 | -2 | 24 | -4 | -1.6 | -10 | -54 | -0.6 | 1 | 1637 | 1
CC(=O)NC(=S)NNC(=O)CCc1ccccc1 | -118 | -3 | 20 | -5 | 0.47 | 5 | 1 | -0.5 | 2.2* | 1528 | -5
Cc1noc(C)c1S(=O)(=O)Nc1ccc(C(=O)NCCc2ccccc2)cc1 | 2 | -4 | 1 | 1 | · | -2 | 13 | -0.7 | 1 | 1377 | 2
CCC(c1nnnn1Cc1ccco1)N(Cc1cc2cc(OC)ccc2[nH]c1=O)C1CCCCC1 (stereo not drawn) | -4 | 5 | 50 | 7 | · | -12 | -23 | -0.2 | 1 | 1702 | 3
Cc1ccc(OCC(=O)Nc2ccccc2Sc2ccccc2)c([N+](=O)[O-])n1 | 4 | -7 | 16 | 2 | -0.24 | 2 | -4 | -0.4 | 1 | 1526 | -1
Cc1c2c([n+]3n1CCC3)CC(C)(C)CC2=O | 7 | 6 | -5 | 3 | -0.6 | -9 | · | -0.3 | 0.9 | 1449 | -6
CCCCn1c(=O)c2ccccc2c2ccccc2c1=O | 4 | 8 | -6 | 7 | · | -4 | -2 | 2.8 | 1 | 1487 | 9
CCOC(=O)COc1ccc(S(=O)(=O)N2CCc3ccccc3C2)cc1 | -4 | 8 | -6 | 3 | · | 17 | 11 | 0.1 | 1 | 1570 | -5
CC/C(=N\O)c1ccc(OC)c(OC)c1 | -1 | 0 | 2 | -7 | 0.4 | -8 | · | 0.6 | 1 | 1429 | -7
COc1ccc(C2OC(=O)CC2C(=O)NCc2ccccc2Cl)cc1OC (stereo not drawn) | -1 | 1 | 19 | 1 | -10* | 6 | -10 | -0.2 | 1 | 1419 | -1
COc1ccc(-c2cn3cccnc3n2)cc1Br | 10 | 1 | -9 | 0 | 1.1 | -2 | 7 | -0.1 | 0.9 | 1548 | 0
COc1ccc(CCN=Cc2c(C)[nH]n(-c3ccc([N+](=O)[O-])cc3)c2=O)cc1OC | 3 | -1 | 2 | 1 | · | 0 | 0 | -0.6 | 1 | 1444 | -4
O=C(COc1cc(=O)n2c(n1)SCCC2)c1ccccc1 | 7 | 5 | -3 | -1 | -1.3 | 3 | -2 | -3.6 | 0.9 | 1624 | -5
Cc1ccc(C)n1-c1ccc(C(=O)NC2CCN(Cc3ccccc3)CC2)cc1 | -44 | 11 | 81* | -1 | -0.85 | 13 | -11 | -0.6 | 1.4 | 1530 | 3
COC(=O)C1=C(N)Oc2cc(C)n(C)c(=O)c2C1c1ccc(Cl)cc1 (stereo not drawn) | 9 | 3 | -4 | 1 | 0.63 | 0 | 71* | -1.8 | 0.9 | 1489 | 3
CCn1c(CNC(=O)c2ccccc2)nnc1SCC(=O)N1CCN(c2ccccc2)CC1 | 1 | 9 | -5 | 4 | -0.26 | 8 | · | 1.0 | 1 | 1555 | 0

Source: PubChem
